Bioassay records (PubChem)
ER stress surv: ER stress cell death inhibition. relative survival (cellular ATP), % at 15 µg/mL (by protocol). CSM14.1 thapsigargin ER stress survival, ATP luminescence. hit rate 0.33% among 48,000;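 active means survival measured by cellular ATP above 50% at 15 µg/ml in the first screen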;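 further: cell death triggered by about 15 µM thapsigargin; ATP read 24 h after thapsigargin was added; plate controls were thapsigargin with DMSO for no effect and DMSO without thapsigargin for full effect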
An asterisk follows results filed as active. Only part of the results is shown; rates above refer to the full screens.

mol	ER stress surv
O=C(NCCc1c[nH]c2ccccc12)/C(=C/c1cccc([N+](=O)[O-])c1)NC(=O)c1ccccc1	-4
O=C(CNC(=O)c1ccc(Br)cc1)c1ccc(-c2ccccc2)cc1	0
C=CCc1cccc2cc(C(=O)Nc3ccc(S(N)(=O)=O)cc3)c(=O)oc12	10
O=c1c2c3c(sc2n2c(=S)[nH]nc2n1-c1ccccc1)CCCC3	12
O=C(Nc1ccccc1C(=O)O)c1ccc(Cl)c(Cl)c1	0
COc1ccc(OCc2nc(-c3cccnc3)no2)cc1	-3
C=CCN1C(=O)/C(=C\c2ccc(-c3ccc(OC)cc3[N+](=O)[O-])o2)C(=O)NC1=S	2
CC(=O)ONC(=NCc1ccccc1)c1nonc1N	11
COc1ccc(/C=C/C(=O)Nc2ccc(NC(=O)c3cc4ccccc4o3)c(OC)c2)cc1	-16
Cc1ccc(OCC(=O)Nc2cccc(S(N)(=O)=O)c2)cc1C	1
COc1ccc(/C=C/C(=O)c2ccc(S(=O)(=O)NCc3cccnc3)cc2)cc1	2
CCOC(=O)c1sc(N=NC2=C(O)CCCC2=O)c(C(=O)OCC)c1C	8
Cc1ccn2c(-c3csc(Nc4cccc(C(=O)O)c4)n3)c(C)nc2c1	7
O=C(COc1ccccc1[N+](=O)[O-])N/N=C/c1cc2c(cc1Br)OCO2	1
O=C(Nc1ccc(-c2ccc(NC(=O)c3ccccc3)cc2)cc1)c1ccccc1	5
O=C(Nc1cccc(Cl)c1Cl)c1ccccc1	6
Cc1ccc(C(=O)Nc2ccc(NC(=O)c3cccc(Cl)c3)cc2)cc1C	10
O=C(Nc1ccc(Oc2ccccc2)cc1)C1COc2ccccc2O1 (stereo unspecified)	0
CC(C)c1ccc2c(c1)c1c3n2CCNC3CCC1 (stereo unspecified)	-4
CC(C)c1ccc(N2C(=O)NC(=O)/C(=C/c3ccc(O)cc3)C2=O)cc1	2
CC(=C/c1ccccc1)/C=N/NC(=O)CSc1n[nH]c(=O)[nH]c1=O	-5
COc1ccc(C(=O)Nc2ncc(Br)cc2Br)cc1[N+](=O)[O-]	7
Cc1cc(C=C2C(=O)NC(=O)NC2=O)c(C)n1-c1ccc(F)cc1	10
Nc1ncnc2ncc3c4ccccc4[nH]c3c12	-1
CCOC(=O)C1=CN(c2ccc(F)cc2)C=C(C(=O)OCC)C1c1ccc(F)cc1	8
CC1=C(C)CC2C(=O)N(c3ccc(C)c([N+](=O)[O-])c3)C(=O)C2C1 (stereo unspecified)	1
COC(=O)c1ccc(/C=c2\sc3nc(-c4ccc(C)cc4)nn3c2=O)cc1	-3
CCc1ccc(-c2cc(C(=O)Nc3nccs3)c3ccccc3n2)cc1	-5
Nc1sc2c(c1C(=O)Nc1ccc(Cl)cc1)CCCC2	0
C=CCN1C(=O)/C(=C\c2ccc(-c3cccc(C(=O)O)c3)o2)C(=O)NC1=S	6
O=C1CSC(=O)N1c1ccc(O)cc1	-4
CCOC(=O)C(=CNc1ccc(O)cc1)C(=O)OCC	-8
OCCCNC(Nc1ccccc1)=C(c1ccccc1)c1ccccc1	-1
O=C1CC(SC(=NCc2ccc3c(c2)OCO3)Nc2ccccc2)C(=O)N1c1ccc(Cl)cc1 (stereo unspecified)	2
COc1ccc(-c2cc(-c3ccccc3)n[nH]2)cc1	-4
COc1ccc(C2CC(=O)C3=C(C2)Nc2ccccc2N(C(C)=O)C3c2ccc(OC)c(OC)c2)cc1 (stereo unspecified)	0
CN(C)c1ccc(NC(=O)/C=C/c2ccccc2Cl)cc1	-2
CC12CN3CC(C)(CN(C1)C(=O)c1ccccc1C3=O)C2=O	4
CCOc1ccc(N(CC(=O)N2CCCC2)S(=O)(=O)c2ccc(Cl)cc2)cc1	-2
CCOc1ccc(/C=C2\C(=O)NC(=S)N(c3ccccc3C)C2=O)cc1Cl	3
C=CCc1cccc2cc(C(=O)Nc3ccc([N+](=O)[O-])cc3C)c(=O)oc12	1
COc1ccc([N+](=O)[O-])cc1-c1ccc(/C=c2/sc3nc4cc(C)c(C)cc4n3c2=O)o1	-7
Cc1cc(/C=C2/NC(=S)NC2=O)c(C)n1-c1cccnc1	22
O=C1NC(=O)/C(=C/c2ccc(-c3ccc(O)c(C(=O)O)c3)o2)S1	0
CC(=O)c1sc(NC(=O)c2cccc([N+](=O)[O-])c2)nc1C	-5
Cc1ccc(NC(=O)CCCOc2ccccc2)c(Br)c1	9
Cc1ccc(C(=O)Nc2nc(C34CC5CC(CC(C5)C3)C4)c(C)s2)cc1	8
O=[N+]([O-])c1ccc(N2CCOCC2)cc1N1CCCC1	5
O=C1CC(NC2CCCCC2)C(=O)N1c1ccccc1 (stereo unspecified)	23
O=C(Nc1cccnc1)c1cc(S(=O)(=O)N2CCOCC2)ccc1Cl	21
O=C(CNc1cccc(Br)c1)c1ccc([N+](=O)[O-])cc1	1
COC(=O)c1ccccc1NC(=O)c1ccc(C)cc1	1
Cc1sc2ncnc(Nc3ccncc3)c2c1C	3
Cc1ccc(Nc2nc(-c3ccc(-c4ccccc4)cc3)cs2)cc1	2
COc1ccc(CCN2C(=O)C3C4c5ccccc5C(C)(c5ccccc54)C3C2=O)cc1OC (stereo unspecified)	-3
CC(=O)CC(C)(C)Nc1ccccc1	-3
Cc1cc(=O)oc2c1c(C)nn2-c1cc(Cl)ccc1Cl	-2
COc1ccc(C2C(C(=O)OC3CCCCCC3)=C(C)NC3=C2C(=O)CC(C)(C)C3)c(OC)c1OC (stereo unspecified)	4
CCOC(=O)c1c(NC(=O)CN2CCOCC2)sc2c1CCC/C2=N\O	2
O=C(CSCc1ccc(Cl)cc1Cl)Nc1ccc(O)cc1C(=O)O	0

Entries above with a thiophene ring, fused or not:
mol	ER stress surv
O=c1c2c3c(sc2n2c(=S)[nH]nc2n1-c1ccccc1)CCCC3	12
CCOC(=O)c1sc(N=NC2=C(O)CCCC2=O)c(C(=O)OCC)c1C	8
Nc1sc2c(c1C(=O)Nc1ccc(Cl)cc1)CCCC2	0
Cc1sc2ncnc(Nc3ccncc3)c2c1C	3
CCOC(=O)c1c(NC(=O)CN2CCOCC2)sc2c1CCC/C2=N\O	2

Quoted at random: 2 compounds from above.
mol	ER stress surv
Cc1ccc(NC(=O)CCCOc2ccccc2)c(Br)c1	9
CC(C)c1ccc(N2C(=O)NC(=O)/C(=C/c3ccc(O)cc3)C2=O)cc1	2

Remaining list, next part
mol	ER stress surv
COc1ccc(CCNC(=O)c2sc3cc(C)ccc3c2Cl)cc1	4
COCCOC(=O)c1ccc(NC(=O)COc2ccc(C)cc2)cc1	2
CC(C)(C)NC(=O)CN(Cc1ccccc1)S(=O)(=O)c1ccc(Br)cc1	5
CC(C)(C)c1ccc(OCCOc2ccc(C=C3C(=O)NC(=O)NC3=O)cc2)cc1	2
CCCCNCCCOc1cc(Cl)ccc1Cl	-7
Cc1ccc(-n2nc3cc(C)c(NC(=O)c4cccc(Br)c4)cc3n2)cc1	-3
COc1ccc(/C=C/C(=O)OCc2ccc([N+](=O)[O-])cc2)cc1S(=O)(=O)NCC1CCCO1 (stereo unspecified)	-3
CCOCCOC(=O)c1ccc(NC(=O)COc2ccc(C)cc2Br)cc1	-6
COc1ccc([N+](=O)[O-])cc1NCc1ccc(OC)c(OC)c1OC	-2
COc1ccc(-c2cc3cc(OC)c(OC)cc3c(-c3ccccc3Cl)n2)cc1OC	5
c1ccc(CCNc2ccnc3cc4ccccc4cc23)cc1	-14
O=c1cc(N2CCN(Cc3ccccc3)CC2)c2ccccc2n1-c1ccccc1	8
COc1cc(/C=N\Nc2nnc(-c3ccccc3)c(=O)[nH]2)cc([N+](=O)[O-])c1O	3
COc1ccc(/C=C2/SC(N3CCOCC3)=NC2=O)cc1	-2
Cc1ccnc(NC(=O)COc2ccc(C)cc2C)c1	-10
CCCCn1c(O)c(C2=c3ccccc3=NC2=O)sc1=S	4
N#CC(C#N)=NNc1cccc2c(S(=O)(=O)O)cccc12	5
Cc1ccc(OCCOCCOc2ccccc2/C=C2/SC(=S)NC2=O)cc1	2
O=C(COc1ccc(Br)cc1)Nc1ccc(Cc2ccncc2)cc1	9
O=C(Nc1c(F)c(F)c(F)c(F)c1F)c1ccco1	8
COC(=O)CC(C(=O)OC)C(C(=O)OC)C(=O)OC (stereo unspecified)	2
C=CCN1C(=O)/C(=C\c2cccc(OC)c2)SC1=Nc1ccccc1	4
CCc1c(C)nc2c(Br)cccc2c1SCC(=O)O	-1
CCOc1ccccc1C(=O)Nc1ccc(N2CCOCC2)cc1	-7
COc1ccccc1NC(=O)C1=C(C)NC(=O)NC1c1ccc(Cl)cc1Cl (stereo unspecified)	12
Cc1cccc2[nH]c(SCc3ccccc3F)nc12	-3
CC12c3ccccc3C(c3ccccc31)C1C(=O)N(c3ccccn3)C(=O)C12 (stereo unspecified)	10
Cc1ccc(C(=O)Nc2cccc(Br)c2)cc1[N+](=O)[O-]	1
CC(C)(C)c1cc(CCC(=O)NNC(=O)c2ccccc2)cc(C(C)(C)C)c1O	14
Cc1ccc(N2C(=O)/C(=C/c3ccc(C(=O)O)cc3)SC2=S)cc1C	-2
COc1cc(Br)c(Nc2nc(-c3cccnc3)cs2)c(Br)c1	10
CCC1=NN(C(=O)c2ccc(OC)cc2)C(O)(c2ccncc2)C1 (stereo unspecified)	-2
CC(C)CC(=O)NC(NC(=O)CC(C)C)c1ccc(Br)cc1	2
CCOc1cc(C2C(C(=O)OC)=C(C)NC(C)=C2C(=O)OC)ccc1O	8
CCOc1cc(/C=C(/C(=O)c2ccc(C)cc2)c2nc3ccccc3o2)ccc1O	-2
O=C(c1ccc(C#Cc2ccccc2)cc1)N1CCN(C/C=C/c2ccccc2)CC1	1
Cc1c(N2C(=O)CS/C2=N\N=C\c2ccc(Br)cc2)c(=O)n(-c2ccccc2)n1C	7
COc1ccc(CN2CCN(Cc3ccccc3[N+](=O)[O-])CC2)c(OC)c1	-4
COc1ccc([N+](=O)[O-])cc1NS(=O)(=O)c1cc(Cl)ccc1Cl	5
O=C(CC(Nc1ccc2ncccc2c1)c1ccccc1)c1ccccc1 (stereo unspecified)	2
COc1ccc(/C=C/C(=O)N(C(C)C)C(C)C)cc1Br	14
O=C(Nc1ccc2c(c1)OCCO2)c1ccc(Cl)c([N+](=O)[O-])c1	3
CC1=C(C(=O)Nc2ccc(Cl)cc2)C(c2ccc(Cl)cc2)NC(=O)N1 (stereo unspecified)	6
O=C(COC(=O)c1cccc(C#Cc2ccccc2)c1)c1ccc(Br)cc1	5
COc1ccc2c(c1OC)C(=O)OC2Nc1ccc(C(C)=O)cc1 (stereo unspecified)	5
Cc1ccccc1N1OC2C(=O)N(Cc3ccccc3)C(=O)C2C1c1ccc(F)cc1 (stereo unspecified)	6
O=C(Nc1ccccc1)C1CC(=O)N(c2ccccc2)C1 (stereo unspecified)	5
CCN(CC)c1ccc(/C=C(\C#N)C(=O)NC)cc1	3
COc1ccc2[nH]c3c(c2c1)CCC/C3=N\N	6
CCOc1ccc(N=C2NC(=O)/C(=C/c3ccc(I)o3)S2)cc1	3
Nc1ccc(Br)cc1/C(=N/O)c1ccccc1	-7
O=C1NC(=S)N/C1=C\c1ccc(-c2cc([N+](=O)[O-])ccc2Br)o1	4
CCn1c2ccccc2c2cc(CN3CCNCC3)ccc21	-6
COc1ccc(Cl)cc1NC(=O)C1=C(C)NC(=S)NC1c1ccc(OC)c(OC)c1 (stereo unspecified)	-4
Nc1nnc(CSc2ccccc2)s1	10
CC(C)c1ccc(CNC(=O)CSc2nc3ccccc3s2)cc1	4
O=c1sc(/C=C2/C=Nc3ccccc32)c(O)n1-c1ccccc1	0
Cc1cc(C)c2oc(-c3ccc(C)c(NC(=O)c4cccs4)c3)nc2c1	-3
CC1(C)CC(=O)C2=C(C1)c1c(ccc3ccccc13)NC2c1ccccc1F (stereo unspecified)	-1
CCOC(=O)/C(C#N)=N/Nc1ccc2c(c1)c1ccccc1n2CC	-9

The results go on:
mol	ER stress surv
CC1(C)Cc2ccccc2C(/C(=N\O)C(=O)c2ccccc2)=N1	2
CCOc1cccc(N2C(=O)CC(SCC(=O)Nc3ccc(Cl)cc3)C2=O)c1 (stereo unspecified)	13
C/C(=C\C(=O)c1ccccc1)Nc1ccc(Br)c(C)c1	8
COCc1c(-c2ccccc2)c2cc([N+](=O)[O-])ccc2n1C	4
Cc1ccc(OCCCn2ccnc2)cc1C	-2
CCOc1ccccc1N(CC(=O)Nc1cccc(C(F)(F)F)c1)S(=O)(=O)c1ccccc1	-2
O=C1C2C(C(=O)N1c1cccc(Cl)c1)N1CCCN1C2c1ccccc1 (stereo unspecified)	-3
O=C(O)Cc1ccc(NC(=O)C2CC=CCC2C(=O)O)cc1 (stereo unspecified)	-4
CC(SC12CC3CC(CC(C3)C1)C2)C(=O)O (stereo unspecified)	12
COc1ccc(C)cc1NC(=O)c1cc(-c2cccs2)nc2ccccc12	20
O=C(COc1ccc(F)cc1)Nc1ccc2[nH]c(=O)[nH]c2c1	3
Cc1n[nH]c(C)c1Sc1ccccc1N=Cc1ccccc1	4
Clc1ccc(C2=NN(c3ccccc3)CC2)cc1	7
O=C(CSc1nc2ccccc2s1)OCC(=O)c1cccc([N+](=O)[O-])c1	6
CCOc1ccc(N2C(=O)CC(NCC(=O)OC)C2=O)cc1 (stereo unspecified)	7
COc1ccc(Cl)cc1NC(=O)COc1ccc(C)cc1Br	5
O=C1NC(=O)N(c2ccc(Br)cc2)C(=O)/C1=C/c1cccs1	45
COc1cc(NC(=O)C(c2ccccc2)c2ccccc2)ccc1NC(=O)c1ccco1	-1
CC1=NN(c2ccc(C)c(C)c2)C(=O)/C1=C/c1ccc([N+](=O)[O-])o1	2
